# C diff growth – C. difficile growth inhibition. Clostridium difficile clinical isolate growth, OD600, 24 h; active compounds read low. growth activity, negative = inhibition, % at 16 µg/mL (by protocol). hit rate 0.25% among 86,000;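 active = mean growth activity at or below -80% and every replicate also at or below -80%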;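 note: 0% = DMSO wells and -100% = levofloxacin 16 µg/mL wells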
# Tcruzi prolif – T. cruzi proliferation inhibition; T. cruzi beta-gal in NIH3T3, GalScreen luminescence, 90 h; inhibition, % at 8.34 µM; hit rate 5.9% among 77,000; AID 624255;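 active = mean inhibition above about 93%, with at least 55% of replicates each passing it, limit read from the data, passing the limit was not always enough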
# GASC1 inh – inhibitors of human demethylase GASC-1 KDM4C; GST-KDM4C 2-372, H3K9me3 peptide, LANCE TR-FRET; inhibition, % at 12.5 µM; hit rate 0.15% among 96,000;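 active = mean replicate inhibition above about 25%, with at least 55% of replicates also reaching it, limit read from the data, passing the limit was not always enough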
# Target sequence (Q9H3R0 2-372 limits assumed): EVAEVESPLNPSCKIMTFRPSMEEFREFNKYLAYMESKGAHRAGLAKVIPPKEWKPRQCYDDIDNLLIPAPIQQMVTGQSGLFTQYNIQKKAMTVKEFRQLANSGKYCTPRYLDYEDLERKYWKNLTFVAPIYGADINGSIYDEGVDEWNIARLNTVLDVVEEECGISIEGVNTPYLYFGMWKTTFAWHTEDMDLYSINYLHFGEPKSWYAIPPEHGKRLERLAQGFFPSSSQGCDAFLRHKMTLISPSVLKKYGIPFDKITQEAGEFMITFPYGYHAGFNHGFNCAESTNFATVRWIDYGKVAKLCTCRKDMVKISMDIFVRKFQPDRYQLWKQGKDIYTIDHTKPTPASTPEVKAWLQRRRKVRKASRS
#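 Material: GST-tagged GASC-1 (JMJD2C) catalytic fragment, aa 2-372 / Quantity: enzyme final amount 10 nM / Medium: HEPES buffer, pH 7.5, plus ascorbate / Doses: one test concentration per compound / Incubation: 30 min reaction, 60 min detection, RT / Measured by: LANCE TR-FRET / Read-out: inhibition from TR-FRET ratio decrease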
# Pf Dd2 growth – inhibitors of Plasmodium falciparum Dd2 growth. P. falciparum Dd2 growth, SYBR Green, 72 h; active compounds read low. hit rate 2.3% among 94,000. activity change, % at 10 µM. AID 1159554; in the data active = activity change below about -80%
# Starred values were filed as active, the others as inactive; · = not tested or not shown; & = joins results of further samples.
SMILES,C diff growth,Tcruzi prolif,GASC1 inh,Pf Dd2 growth
CCCNC(=O)Nc1ccc2c(c1)OC[C@H](C)N(Cc1cccnc1)C[C@H](C)[C@@H](OC)CN(C)C2=O,-2.2,·,0.0,-33.1
CC(C)NC(=O)N(C)C[C@@H]1OCCCC[C@H](C)Oc2ccc(NC(=O)c3ccncc3)cc2C(=O)N([C@H](C)CO)C[C@@H]1C,-0.8,20.1,9.7,9.2
C[C@H](CO)N1C[C@H](C)[C@H](CN(C)S(=O)(=O)c2cn(C)cn2)Oc2c(NC(=O)c3ccc(-c4nccs4)cc3)cccc2C1=O,2.0,-20.8,-1.2,-0.8
CCCNC(=O)C[C@@H]1CC[C@@H]2[C@H](COC[C@H](O)CN2C(=O)c2ccccn2)O1,·,22.6,-0.5,5.9
CN(C)C(=O)C[C@@H]1CC[C@@H]2[C@H](COC[C@H](O)CN2CC2CC2)O1,5.2,-8.0,-0.3,3.3
CO[C@H](CN(C)C(=O)c1cc(Cl)cc(Cl)c1)[C@H](C)CN(C(=O)Nc1ccc(F)cc1)[C@@H](C)CO,·,56.5,3.6,0.7
COc1ccc(-c2cnc3c(c2)C(=O)N([C@H](C)CO)C[C@@H](C)[C@@H](CN(C)C(=O)Cc2ccccc2)O3)cc1,2.5,17.6,-2.5,-3.0
O=C(C[C@H]1CC[C@H]2[C@@H](COC[C@H](O)CN2Cc2cc(F)cc(F)c2)O1)NCc1cccc(F)c1,·,46.0,-3.7,-41.4
Cc1noc(C)c1NC(=O)N(C)C[C@H]1Oc2c(NC(=O)C3CC3)cccc2C(=O)N([C@H](C)CO)C[C@H]1C,-0.7,-8.8,-0.8,28.1
COc1ccc(NC(=O)N2CCCCN3[C@H](CO)[C@@H](c4ccc(C#CCC(C)C)cc4)[C@H]3C2)cc1,51.0,121.9*,-1.4,-68.4
O=S(=O)(c1ccccc1F)N1CC[C@@H]2[C@H](CO)Nc3ccc(C4=CCCCC4)cc3[C@@H]21,-15.1,-2.9,-1.6,-22.0
CN1CCN(C(=O)C[C@H]2CC[C@H]3[C@@H](COC[C@H](O)CN3C(=O)Nc3cc(Cl)cc(Cl)c3)O2)CC1,·,-24.2,0.5,1.4
CNC(=O)C[C@@H]1CC[C@H]2[C@H](COc3ccc(NC(=O)c4cccc(F)c4)cc3C(=O)N2C)O1,3.1&7.0,4.0&10.4,-2.3&1.0,-4.6&0.5
Cc1noc(C)c1S(=O)(=O)Nc1cccc2c1O[C@@H](CN(C)C(=O)Nc1ccc(F)cc1)[C@@H](C)CN([C@H](C)CO)C2=O,4.4,46.5,-0.8,5.6
CN1CCN(C(=O)C[C@@H]2CC[C@H]3[C@@H](COC[C@@H](O)CN3Cc3cccc(-c4ccncc4)c3)O2)CC1,·,-0.2,0.8,6.4
COCC(=O)Nc1ccc2c(c1)[C@@H]1C[C@@H](CC(=O)OC)O[C@H](CO)[C@@H]1O2,0.6,4.5,-1.6,17.1
C[C@@H]1CN([C@@H](C)CO)C(=O)Cc2cc(NC(=O)Nc3ccc(C(F)(F)F)cc3)ccc2O[C@H]1CN(C)Cc1ccncc1,15.7&3.6,·,-1.6,-73.3
CO[C@H]1CN(C)C(=O)c2cc(NC(=O)NC(C)C)ccc2OC[C@@H](C)N(Cc2ccccn2)C[C@H]1C,·,4.4,-1.5,12.5
C[C@@H]1CCCCO[C@@H](CN(C)S(=O)(=O)c2ccccc2)[C@@H](C)CN([C@@H](C)CO)C(=O)c2cc(NS(=O)(=O)c3cccs3)ccc2O1,3.0,34.0,-1.4,·
Cc1ccc(S(=O)(=O)N(C)C[C@H]2Oc3ccc(NS(=O)(=O)c4cn(C)cn4)cc3C(=O)N([C@H](C)CO)C[C@@H]2C)cc1,·,-14.6,0.0,9.4
O=C(C[C@@H]1C[C@H]2c3cc(NC(=O)CC4CC4)ccc3O[C@H]2[C@H](CO)O1)NCc1cc(F)ccc1F,-3.7,39.4,1.2,1.0
CC(=O)N(C)C[C@H]1OCc2ccccc2-c2c(n(C)c3ccccc23)C(=O)N([C@@H](C)CO)C[C@H]1C,·,-24.4,-0.3,31.9
O=C(N[C@H]1CC[C@H](CCn2cc(-c3cccnc3)nn2)O[C@@H]1CO)c1ccccc1F,·,3.0,-0.1,-11.9
CC(C)CC#Cc1cnc2c(c1)C(=O)N([C@H](C)CO)C[C@H](C)[C@H](CN(C)C(=O)NC1CCCC1)O2,1.3,59.8,-1.7,-4.6
Cc1ccc(S(=O)(=O)N(C)C[C@@H]2Oc3ccc(NC(=O)CCCCCC(=O)Nc4ccccc4N)cc3CC(=O)N([C@@H](C)CO)C[C@H]2C)cc1,-6.0,15.7,-4.3,-68.4
C[C@@H]1CN([C@@H](C)CO)S(=O)(=O)c2ccc(-c3cncnc3)cc2O[C@@H]1CN(C)C(=O)Cc1ccncc1,-5.0,44.7,-1.9,31.9
C[C@H]1CN([C@@H](C)CO)C(=O)c2cc(/C=C/c3ccccc3)cnc2O[C@@H]1CN(C)Cc1ccncc1,0.4,85.2,3.7,-31.9
CCC(=O)N1CCCCN2[C@H](C1)[C@H](c1ccc(-c3cccnc3)cc1)[C@@H]2CO,-6.0,113.1*,-0.8,-77.8
COc1ccc(CNC(=O)C[C@@H]2CC[C@H](NC(=O)CN(C)C)[C@H](CO)O2)cc1,·,29.1,8.2,8.8
CCCN1C[C@@H](C)[C@H](OC)CN(C)C(=O)c2cc(NC(=O)c3ccccc3)ccc2OC[C@@H]1C,1.5,22.4,0.9,0.5
C/C=C/c1ccc([C@@H]2[C@H]3CN(C(=O)c4ccncc4)CC(=O)N3[C@H]2CO)cc1,-6.7,·,-1.4,-14.9
Cc1cc(C(=O)Nc2cccc3c2O[C@@H](CN(C)Cc2ccc(Cl)c(Cl)c2)[C@H](C)CN([C@H](C)CO)C3=O)n(C)n1,4.3,43.2,-0.5,-21.2
C[C@@H]1CN([C@@H](C)CO)S(=O)(=O)c2ccc(C#CC3CCCC3)cc2O[C@H]1CN(C)Cc1cncnc1,1.4,·,0.4,-50.5
CN1C(=O)c2cc(NC(=O)c3cccs3)ccc2OC[C@@H]2O[C@@H](CC(=O)NCCN3CCCCC3)CC[C@H]21,-2.2,22.4,4.4,-26.9
C[C@@H]1CCCCO[C@@H](CN(C)Cc2ccccc2)[C@H](C)CN([C@H](C)CO)C(=O)c2cc(NC(=O)Cc3ccccc3)ccc2O1,-0.5,·,-0.3,-65.9
C[C@@H]1CN([C@H](C)CO)C(=O)CCCn2nncc2CO[C@H]1CN(C)S(=O)(=O)c1ccccc1F,-3.7,14.8,·,14.6
COc1ccccc1C#Cc1cnc2c(c1)C(=O)N([C@H](C)CO)C[C@H](C)[C@H](CN(C)C(=O)CC1CC1)O2,1.2,63.5,-0.5,-60.3
C[C@@H]1CN([C@H](C)CO)C(=O)c2cc(NS(=O)(=O)c3ccc(Cl)cc3)ccc2O[C@H]1CN(C)C(=O)Nc1ccc(C(F)(F)F)cc1,·,-8.7,-0.6,2.0
CC=Cc1ccc2n(c1=O)C[C@@H]1[C@@H](CO)[C@H](C(=O)NC3CCC3)[C@H]2N1Cc1ccncc1 (mixture of isomers),-0.6,·,4.6,30.8
COCC(=O)Nc1ccc2c(c1)C(=O)N(C)[C@H]1CC[C@@H](CC(=O)NCC3CCCCC3)O[C@H]1CO2,-2.6,-16.5,3.8,11.0
OC[C@H]1[C@@H](c2ccc(C#CC3(O)CCCC3)cc2)[C@H]2CN(Cc3cccnc3)CCCCN21,0.0,103.3*,1.0,23.1
CCC(=O)N(C)C[C@@H]1Oc2cc(-c3ccncc3)ccc2S(=O)(=O)N([C@H](C)CO)C[C@H]1C,5.1,85.8,-2.9,25.1
N#C[C@H]1N[C@@H](CO)[C@H]1c1ccc(C#Cc2ccccc2F)cc1,0.6,99.5*,-0.5,-14.4
COCC(=O)N(C)C[C@@H]1Oc2cc(C3=CCCCC3)ccc2S(=O)(=O)N([C@@H](C)CO)C[C@H]1C,-3.2,31.8,1.9,-1.1
Fc1cccc(CN2C[C@@H]3N[C@H](C2)C3c2ccc(-c3cncnc3)cc2)c1 (some centres not stated),-0.9&2.4,·,2.7&-0.4,-51.9&-71.5
CC(=O)N(C)C[C@H]1Oc2ncc(-c3ccc(C#N)cc3)cc2C(=O)N([C@@H](C)CO)C[C@H]1C,-0.3,11.1,-0.9,19.9
Cc1ccccc1-c1ccc([C@H]2[C@H]3CN(S(=O)(=O)Cc4ccccc4)CCCCN3[C@H]2CO)cc1,42.2,81.2,-2.1,-29.7
O=C(C[C@H]1C[C@@H]2c3cc(NC(=O)c4cccnc4)ccc3O[C@@H]2[C@@H](CO)O1)NCc1cccc(F)c1,1.6,-35.4,-2.5,-15.0

# The closing 5 compounds of the section before come first, to join the parts:
SMILES,C diff growth,Tcruzi prolif,GASC1 inh,Pf Dd2 growth
COCC(=O)N(C)C[C@@H]1Oc2cc(C3=CCCCC3)ccc2S(=O)(=O)N([C@@H](C)CO)C[C@H]1C,-3.2,31.8,1.9,-1.1
Fc1cccc(CN2C[C@@H]3N[C@H](C2)C3c2ccc(-c3cncnc3)cc2)c1 (some centres not stated),-0.9&2.4,·,2.7&-0.4,-51.9&-71.5
CC(=O)N(C)C[C@H]1Oc2ncc(-c3ccc(C#N)cc3)cc2C(=O)N([C@@H](C)CO)C[C@H]1C,-0.3,11.1,-0.9,19.9
Cc1ccccc1-c1ccc([C@H]2[C@H]3CN(S(=O)(=O)Cc4ccccc4)CCCCN3[C@H]2CO)cc1,42.2,81.2,-2.1,-29.7
O=C(C[C@H]1C[C@@H]2c3cc(NC(=O)c4cccnc4)ccc3O[C@@H]2[C@@H](CO)O1)NCc1cccc(F)c1,1.6,-35.4,-2.5,-15.0
COc1ccccc1NC(=O)Nc1ccc2c(c1)C(=O)N(C)C[C@H](OC)[C@@H](C)CN[C@H](C)CO2,-0.1,-67.4,-1.6,-21.1
C[C@H]1CN([C@@H](C)CO)C(=O)c2cccc(NC(=O)CCCCCC(=O)Nc3ccccc3N)c2O[C@H]1CN(C)C(=O)Nc1cccc2ccccc12,-2.2,·,-1.4,-79.0
C[C@@H]1CN([C@H](C)CO)S(=O)(=O)c2ccc(C3=CCCCC3)cc2O[C@H]1CN(C)C(=O)Cc1ccncc1,-1.9,99.6*,1.0,-78.6
O=C(C[C@H]1C=C[C@H](NC(=O)c2cccc(F)c2)[C@H](CO)O1)NCc1ccc(Oc2ccccc2)cc1,-9.6,·,-1.1,31.3
C[C@H]1CN([C@@H](C)CO)C(=O)c2cc(C#Cc3ccncc3)cnc2O[C@H]1CN(C)CC1CCCC1,9.4,·,-1.5,21.2
CCC(=O)N1CCC2(CC1)CN(Cc1cccc(Cl)c1)[C@@H](CO)c1c2c2ccc(OC)cc2n1C,5.5,·,-0.6,-75.9
Cc1ccc(S(=O)(=O)NCC[C@H]2CC[C@H](NC(=O)c3cccc(F)c3)[C@H](CO)O2)cc1,·,25.6,-2.5,19.9
COc1cccc(NC(=O)N[C@H]2CC[C@@H](CC(=O)NCc3ccccn3)O[C@@H]2CO)c1,-0.8,-13.3,-2.1,0.6
C[C@@H]1CN([C@H](C)CO)C(=O)c2cccc(NC(=O)Nc3ccccc3)c2O[C@@H]1CN(C)S(=O)(=O)c1ccccc1,-3.6,11.6,-0.4,-28.0
COc1cccc(C(=O)Nc2ccc3c(c2)C(=O)N(C)[C@@H]2CC[C@H](CC(=O)NCc4ccccc4F)O[C@H]2CO3)c1,-5.1,23.3,-1.5,-18.6
Cc1ccc(S(=O)(=O)N[C@H]2CC[C@@H](CC(=O)NCCCN(C)C)O[C@H]2CO)cc1,2.6,-52.0,3.5,17.1
CO[C@H]1CC[C@@H]2CCN(C)C(=O)[C@H](C)[C@@H](OC)CN(C)C(=O)c3cc(C#N)ccc3OC[C@@H]1O2,·,-53.6,1.2,17.1
CCCNC(=O)[C@H]1[C@H](CO)[C@H]2Cn3c(ccc(-c4cccnc4)c3=O)[C@H]2N1C(=O)c1ccccc1F,-5.8,13.4,0.0,·
C[C@H](O)C#Cc1cnc2c(c1)C(=O)N([C@@H](C)CO)C[C@@H](C)[C@@H](CN(C)Cc1ccc(-c3ccccc3)cc1)O2,1.2,·,-0.1,-15.7
C[C@@H]1CN([C@@H](C)CO)C(=O)CCCn2cc(nn2)CO[C@H]1CN(C)S(=O)(=O)c1cn(C)cn1,·,2.3,·,7.5
COc1cccc(-c2cnc3c(c2)C(=O)N([C@@H](C)CO)C[C@H](C)[C@H](CN(C)CC2CCOCC2)O3)c1,-4.4,-12.6,-0.9,24.7
C[C@@H]1CCCCO[C@@H](CN(C)C(=O)C2CCCCC2)[C@@H](C)CN([C@H](C)CO)C(=O)c2cc(NC(=O)c3ccncc3)ccc2O1,2.8,45.2,0.4,-18.3
CN1CCCCN2[C@H](CO)[C@@H](c3ccc(-c4ccccc4)cc3)[C@H]2C1,-1.8,22.1,1.0,12.1
O=C(CCN1CCCCC1)NCC[C@H]1CC[C@H](NC(=O)C2CC2)[C@@H](CO)O1,1.2,·,8.1,6.3
Cc1ccc(S(=O)(=O)Nc2ccc3c(c2)CC(=O)N([C@@H](C)CO)C[C@H](C)[C@H](CN(C)S(=O)(=O)c2ccccc2)O3)cc1,-1.3,29.1,0.6,-68.4
CO[C@H]1CC[C@@H]2CCOc3ccc(C#N)cc3C(=O)N(C)CCCC(=O)N(C)C[C@H]1O2,·,-53.0,0.2,·
